Screening data: PubChem BioAssay, several laboratories
Thrombin inh – human alpha-thrombin inhibitors, primary screen, counter-screen for coagulation protease inhibitor project, biochemical, 1536-well, fluorogenic AMC substrate; Prothrombin (Homo sapiens), P00734; Boc-VPR-AMC fluorogenic substrate cleavage; inhibition, % at 5 µM; hit rate 0.26% among 220,000; AID 1046, 2008;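 active = inhibition at or above 40%; inactive = inhibition below 40%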;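 note: 0% = enzyme with no compound and 100% = wells without enzyme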
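System – human alpha-thrombin protein · Reagent – Boc-VPR-AMC substrate, 15 µM final · Compound – 5 µM single dose in 0.2% DMSO · Schedule – reaction at room temperature · Technique – AMC fluorescence at 355 nm excitation and 460 nm emission · Read-out basis – % inhibition relative to enzyme controls and enzyme-free blanks · Control set – no-compound enzyme wells and no-enzyme blanks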
FXIa inh – human FXIa protease inhibitors, primary screen, biochemical, 1536-well. Coagulation factor XI (Homo sapiens), P03951. purified FXIa, Boc-Glu-Ala-Arg-AMC fluorogenic substrate. inhibition, % at 5 µM. hit rate 0.14% among 220,000. AID 798, 2007;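 active = inhibition of at least 40%; inactive = inhibition below 40%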;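 note: fluorescence of freed AMC excited at 355 nm; 0% = enzyme without compound and 100% = no enzyme blank; many of its hits are not listed in these tables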
14-3-3 Bad PPI – inhibitors of 14-3-3 zeta/Bad binding, primary screen, biochemical, TR-FRET, bovine 14-3-3 zeta | TR-FRET 14-3-3zeta/Dy647-pBad peptide displacement, 1 h | inhibition, % at 21.7 µM | hit rate 0.71% among 220,000 | AID 781, 2007;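 active = inhibition above about 70%, limit read from the data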;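 note: 0% = full 14-3-3 plus peptide FRET controls and 100% = background without 14-3-3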
Target sequence (P63103 whole entry, looked up): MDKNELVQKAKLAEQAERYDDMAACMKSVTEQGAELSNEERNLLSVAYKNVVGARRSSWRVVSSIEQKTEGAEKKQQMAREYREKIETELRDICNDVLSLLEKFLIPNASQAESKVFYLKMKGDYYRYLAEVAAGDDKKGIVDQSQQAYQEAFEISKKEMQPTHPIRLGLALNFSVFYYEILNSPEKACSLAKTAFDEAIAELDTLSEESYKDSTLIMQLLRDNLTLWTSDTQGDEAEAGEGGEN
Runt-CBFb FRET – inhibitors of RUNX1 Runt–CBFb binding, primary screen, biochemical, FRET, Cerulean-Runt, Venus-CBFb, uHTS; Runt-related transcription factor 1 (Homo sapiens) + Core-binding factor subunit beta …; AID 1496, 2009; hit rate 0.46% among 220,000; Cerulean-Runt/Venus-CBFb FRET ratio 530/480, 1 h; inhibition, % at 20 µM;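 active = inhibition over about 50% at 20 µM in the single-dose screen, limit read from the data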;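 note: 0% = DMSO wells and 100% = excess unlabeled CBFb competitor control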
Target sequence (Q01196 whole entry, looked up): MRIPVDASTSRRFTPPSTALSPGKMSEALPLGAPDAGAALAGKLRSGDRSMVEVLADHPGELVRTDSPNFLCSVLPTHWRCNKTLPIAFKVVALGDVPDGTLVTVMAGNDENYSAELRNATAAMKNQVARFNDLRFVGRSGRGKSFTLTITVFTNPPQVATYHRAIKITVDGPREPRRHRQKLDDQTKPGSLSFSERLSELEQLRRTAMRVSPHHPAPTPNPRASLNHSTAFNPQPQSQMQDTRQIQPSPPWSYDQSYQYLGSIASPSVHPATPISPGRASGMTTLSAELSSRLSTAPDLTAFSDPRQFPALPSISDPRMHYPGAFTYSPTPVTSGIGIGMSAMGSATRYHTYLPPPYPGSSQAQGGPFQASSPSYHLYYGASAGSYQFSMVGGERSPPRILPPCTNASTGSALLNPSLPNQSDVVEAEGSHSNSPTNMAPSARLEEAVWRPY
Target sequence (Q13951 whole entry, looked up): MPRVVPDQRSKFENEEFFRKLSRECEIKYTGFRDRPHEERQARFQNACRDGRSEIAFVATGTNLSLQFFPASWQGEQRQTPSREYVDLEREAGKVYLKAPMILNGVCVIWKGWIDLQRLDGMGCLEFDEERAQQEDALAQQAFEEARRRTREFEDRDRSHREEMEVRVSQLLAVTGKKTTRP
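Doses: 20 µM compound in 1% DMSO | Material: Cerulean-labeled Runt domain protein | Amount: Each fluorescent fusion protein 100 nM | Schedule: Two 1 h room-temperature incubations shielded from light | Measured by: FRET fluorescence | Evaluation: Loss of energy transfer signal | Controls: Unlabeled CBFb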
Runt-SMMHC FRET – inhibitors of RUNX1 Runt–CBFb-SMMHC binding, primary screen, biochemical, FRET, Cerulean-Runt, Venus-CBFb-SMMHC, uHTS; Runt-related transcription factor 1 (Homo sapiens) + Core-binding factor subunit beta …; Cerulean-Runt/Venus-CBFb-SMMHC FRET ratio 530/480, 1 h; inhibition, % at 20 µM; hit rate 0.74% among 220,000; AID 1434, 2008;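 active = mean inhibition across duplicate retests at 20 µM reaching about 50%, limit read from the data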;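 note: 0% = DMSO wells and 100% = wells with excess untagged CBFb-SMMHC; inhibitors lower the FRET ratio by blocking Runt binding to CBFb-SMMHC; some results filed as inactive read as strong as hits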
hK5 inh – human KLK5 protease inhibitors, primary screen, biochemical, 1536-well | Kallikrein-5 (Homo sapiens), Q9Y337 | recombinant hK5, fluorogenic AMC substrate cleavage | inhibition, % at 5 µM | hit rate 0.59% among 210,000;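 active = inhibition of 40% or more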;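 note: 0% = enzyme controls without compound and 100% = no-enzyme blanks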
Hck Nef HTS – inhibitors of Nef-activated human Hck kinase, primary screen, biochemical, Z-Lyte FRET, 384-well, Hck-YEEI; Tyrosine-protein kinase HCK (Homo sapiens), P08631; AID 463187, 2010; Recombinant Hck-YEEI plus Nef, Z-Lyte FRET kinase assay; hit rate 0.68% among 220,000; inhibition, % at 20 µM;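 active = Hck-Nef kinase inhibition above about 50%, limit read from the data; inactive = inhibition below that limit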;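 note: 0% = DMSO with Hck plus Nef and 100% = Hck alone without Nef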
FXIIa inh – human FXIIa protease inhibitors, primary screen, biochemical, 1536-well; AID 800, 2007; purified FXIIa, Boc-QGR-AMC fluorogenic substrate, 2 h; inhibition, % at 5 µM; hit rate 0.3% among 220,000; in the data active = inhibition above about 40%;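 note: 0% = enzyme with no compound and 100% = blank without enzyme; many of its hits are not listed in these tables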
Wee1 stabilizer – Wee1 degradation inhibitors, primary screen, cell-based, HeLa, Wee1K328M-luciferase, luminescence. Wee1-like protein kinase (Homo sapiens), P30291. HeLa Luc-Wee1K328M stability; 100% = proteasome inhibitor MG132 effect. reporter increase, % at 5 µM. hit rate 1.2% among 220,000. AID 1321, 2008;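 active = activation above the mean of all tested compounds plus 3 SD, set per screening run, cut at about 8.8% in these data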;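 note: cells exposed to compound for 20 h before luminescence read; 0% = DMSO alone and 100% = MG132 at 30 µM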
Active calls of the source: *; nt = no result given; [ ] = another dose, or the depositor's remark.

Start of the data: the first 6 records (preview)
SMILES | Thrombin inh | FXIa inh | 14-3-3 Bad PPI | Runt-CBFb FRET | Runt-SMMHC FRET | hK5 inh | Hck Nef HTS | FXIIa inh | Wee1 stabilizer
C=CCSc1nc(N)c(C#N)c(-c2ccc(C)cc2)c1C#N | -5 | -8 | -6 | 0 | -1 | -2 | 12 | -16 | -1
CSc1nc(C)cc(C)c1S(=O)(=O)c1ccccc1C | 3 | 10 | 14[fluorescence artefact?] | -1 | -3 | 0 | 0 | 22 | 1
COC(=O)c1nn(-c2cccc(C)c2)c2nnc(Cc3ccc(C)cc3)c(=O)n12 | -6 | 7 | 0[fluorescence artefact?] | -4 | 1 | -10 | 2 | 10 | -3
COc1ccc(-c2noc(CCC(=O)NCCN3CCN(c4ccccc4F)CC3)n2)cc1 | -2 | -3 | 8 | -2 | 3 | -24 | 5 | 2 | 0
Cn1c(COc2ccc3ccccc3c2)nnc1SCC(=O)OC1CCCCC1 | 7 | 11 | 0 | -11 | 0 | -5 | -5 | 17 | -1
Cc1ccc(NC(=O)CN(c2ccccc2)S(=O)(=O)N(C)C)cc1C | 28 | 9 | 4 | -2 | -1 | 43* | 7 | 20 | -1

Main list, from the first entry:
SMILES | Thrombin inh | FXIa inh | 14-3-3 Bad PPI | Runt-CBFb FRET | Runt-SMMHC FRET | hK5 inh | Hck Nef HTS | FXIIa inh | Wee1 stabilizer
C=CCSc1nc(N)c(C#N)c(-c2ccc(C)cc2)c1C#N | -5 | -8 | -6 | 0 | -1 | -2 | 12 | -16 | -1
CSc1nc(C)cc(C)c1S(=O)(=O)c1ccccc1C | 3 | 10 | 14[fluorescence artefact?] | -1 | -3 | 0 | 0 | 22 | 1
COC(=O)c1nn(-c2cccc(C)c2)c2nnc(Cc3ccc(C)cc3)c(=O)n12 | -6 | 7 | 0[fluorescence artefact?] | -4 | 1 | -10 | 2 | 10 | -3
COc1ccc(-c2noc(CCC(=O)NCCN3CCN(c4ccccc4F)CC3)n2)cc1 | -2 | -3 | 8 | -2 | 3 | -24 | 5 | 2 | 0
Cn1c(COc2ccc3ccccc3c2)nnc1SCC(=O)OC1CCCCC1 | 7 | 11 | 0 | -11 | 0 | -5 | -5 | 17 | -1
Cc1ccc(NC(=O)CN(c2ccccc2)S(=O)(=O)N(C)C)cc1C | 28 | 9 | 4 | -2 | -1 | 43* | 7 | 20 | -1
CCCCOc1ccc(C(=O)C(CN2CCOCC2)c2ccccc2)cc1 (stereo not given) | 5 | 12 | 53[fluorescence artefact?] | -8 | -4 | -4 | -6 | 18 | 6
Cc1nc2sc(C(c3ccco3)N3CCN(c4ccccc4F)CC3)c(O)n2n1 (stereo not given) | -5 | 0 | 0[fluorescence artefact?] | 19 | 7 | -11 | -1 | -3 | 0
CCN1C(=O)c2ccccc2S(=O)c2ccc(C(=O)NCc3ccccn3)cc21 (stereo not given) | -9 | 2 | -1 | 3 | -5 | -29 | 1 | 11 | 0
C=C(C)Cn1c(C2CC(=O)N(c3ccccc3F)C2)nc2ccccc21 (stereo not given) | -7 | -11 | 6 | 0 | 4 | -15 | -1 | -2 | -1
CC(C)(C)C1C=C(Sc2ccccc2)C(=O)O1 (stereo not given) | 1 | 5 | -3 | 0 | 2 | -4 | 1 | 10 | -1
O=C(NNC(=O)c1sccc1-n1cccc1)c1ccccc1 | -4 | -2 | -6 | 2 | 0 | -12 | 1 | 11 | -2
CCC(O)(CC)C(=O)N=Nc1c(O)[nH]c2ccccc12 | -7 | 2 | -6 | 2 | -1 | -5 | 28 | 14 | 11*
Cn1c(C(F)(F)F)nc2c(=O)oc3ccccc3c21 | -1 | 2 | 3 | -1 | -3 | 5 | 0 | 5 | 1
CCc1ccc(NC(=O)c2cc(CC(C)C)on2)cc1 | 0 | 5 | -5 | 1 | 4 | -3 | 0 | 13 | 1
CC(C)NC(=O)c1ccccc1NC(=O)CCc1ccccc1 | -2 | -3 | -15[fluorescence artefact?] | -2 | 1 | -5 | 5 | 3 | -1
O=C1c2ccccc2C(O)N1Cc1ccc2c(c1)OCO2 (stereo not given) | 3 | 8 | 16 | -1 | 3 | -3 | 0 | 13 | 0
COc1cc(NC(=O)C2CCC(CNc3c(N4CCC(C)CC4)c(=O)c3=O)CC2)cc(OC)c1 (stereo not given) | 0 | 8 | 14 | 2 | 1 | -4 | 0 | 8 | 0
COC(=O)c1ccc(N2CCN(C(C)=O)CC2)c(NC(=O)c2cccnc2)c1 | -6 | -4 | -8 | -1 | 4 | -3 | 21 | 4 | 0
CC(=O)Nc1ccc(-n2nnnc2SCC(=O)N2CCN(C(=O)c3ccco3)CC2)cc1 | -5 | 3 | -11 | 0 | -6 | -2 | -1 | 6 | -1
CC1CCN(S(=O)(=O)c2ccc(NC(=O)CN3CCOCC3)cc2)CC1 | -2 | 9 | 2[fluorescence artefact?] | 0 | -1 | -11 | -1 | 9 | -2
O=C(Nc1ccccc1-c1nc2ccccc2[nH]1)c1ccc(N2C(=O)CCC2=O)cc1 | -6 | -6 | 30 | -1 | 2 | -12 | -2 | 2 | 2
O=C(CN1CCCCCC1)N/N=C/c1cccc(Cl)c1 | -8 | -7 | -6 | 1 | 2 | -8 | 4 | -3 | -3
CCn1c(SCC(=O)NNC(=O)c2ccc(C)cc2)nnc1-c1ccco1 | -2 | 2 | -8 | 0 | 2 | 7 | 17 | 13 | 0
S=C(NCCc1ccncc1)Nc1cccc2ccccc12 | -1 | 2 | -3 | 2 | -1 | 2 | 0 | 8 | -1
SMILES | Thrombin inh | FXIa inh | 14-3-3 Bad PPI | Runt-CBFb FRET | Runt-SMMHC FRET | hK5 inh | Hck Nef HTS | FXIIa inh | Wee1 stabilizer
CCOC(=O)c1cc2occc2n1CC(=O)NC1CCC(C)CC1 (stereo not given) | 1 | 1 | -8[fluorescence artefact?] | 2 | -2 | 6 | 1 | 15 | -2
CCOC(=O)Cc1csc(NC(=O)c2ccc(S(=O)(=O)N3CCOCC3)cc2)n1 | -4 | 4 | -19 | 0 | -4 | -4 | 20 | 5 | 4
COc1ccc2c(c1)c(C(O)CN1CCN(Cc3ccc4c(c3)OCO4)CC1)c(C)n2C (stereo not given) | -6 | 4 | -10 | -2 | -13 | 0 | -1 | 9 | 1
c1cnc(NCCNc2ncccn2)nc1 | 1 | 7 | 6 | 2 | 3 | -20 | -1 | 13 | 1
COC(=O)c1cccc(NC(=O)c2cc3sccc3n2C)c1 | -8 | 5 | 49[fluorescence artefact?] | 4 | 3 | -14 | 1 | 4 | -1
O=C(Nc1nnc(SCC(=O)N2CCCc3ccccc32)s1)c1cccc2ccccc12 | -4 | 0 | -25[fluorescence artefact?] | 0 | 3 | -14 | 4 | 5 | 0
CN1CCN(S(=O)(=O)c2ccc(N3CCN(S(=O)(=O)/C=C/c4ccccc4)CC3)nc2)CC1 | 0 | 3 | 72* | 0 | 2 | -5 | 3 | 17 | -2
CCc1ccccc1Nc1nc(N)nc(CSCC(=O)c2cc(C)n(C)c2C)n1 | -1 | 7 | -8[fluorescence artefact?] | 0 | -5 | 0 | -2 | 7 | -3
CCc1ccccc1N(CC)C(=O)CCc1nc(-c2ccc(C)cc2)no1 | 2 | 4 | 6 | -9 | -8 | 6 | 0 | 9 | -1
O=C(NC1CCCCC1)Nn1c(-c2ccccc2)nc2ccccc2c1=O | -8 | -4 | 6 | 2 | 5 | -8 | 1 | 4 | -2
Cc1noc(C)c1CSc1nc2ccccc2s1 | -8 | -3 | -4 | 0 | 2 | 3 | -3 | 2 | 4
CCn1c(SCC(=O)NCCc2ccccc2)nnc1-c1ccco1 | -3 | 3 | 2 | 0 | -1 | 0 | 0 | 11 | 0
Cc1nnc2ccc(N3CCN(C(=O)c4ccccc4)CC3)nn12 | -10 | -2 | 0[fluorescence artefact?] | -1 | 0 | -5 | 8 | 4 | 3
c1ccc(-n2ncc3cccnc32)cc1 | -1 | 2 | -4 | 2 | -3 | -2 | 19 | 7 | -1
O=C(O)c1ccc(NS(=O)(=O)c2ccc3c(c2)C2C=CCC2C(c2ccccc2F)N3)cc1 (stereo not given) | -4 | -2 | 29 | -45 | -158 | nt | 46 | 6 | -1
CCOC(=O)c1c(NC(N)=O)sc(C)c1C | -4 | -17 | -12 | 1 | 0 | -5 | 0 | 2 | -2
CC(=O)c1ccc(NC(=O)/C(=C\c2ccccc2)NC(=O)/C=C/c2ccccc2)cc1 | 2 | 8 | 0 | -4 | 2 | -2 | 0 | 16 | -1
Cn1c(-c2ccccc2)cnc1SCC(=O)NCc1ccco1 | -6 | -5 | -8 | 2 | -1 | 7 | 1 | 4 | 0
COc1cccc(-c2nnc(SCC(=O)N3CCCc4ccccc43)o2)c1 | -12 | -8 | -6 | 2 | -8 | 0 | 0 | -12 | 1
O=C(CN1CCc2ccccc2C1)Nc1cccc(S(=O)(=O)N2CCCC2)c1 | -3 | -1 | 80* | 0 | 3 | 0 | -11 | 5 | 0
Cc1ccc(CC(=O)NC(C)CCc2ccccc2)cc1 (stereo not given) | 2 | 4 | -3[fluorescence artefact?] | 0 | 2 | -8 | -1 | 7 | -2
Cc1ccc(S(=O)(=O)Oc2ccc(/C=N/NC(=O)c3cccnc3)cc2)cc1 | -8 | -4 | -7 | -4 | 2 | -1 | 17 | 5 | -1
O=C(CSc1ccc2ccccc2n1)NCc1ccc2c(c1)OCO2 | -2 | -3 | 2 | -1 | -1 | -2 | 17 | 2 | 0
COc1ccc(NC(=O)C(c2ccccc2)N(C)C(=O)CNC(C)=O)cc1 (stereo not given) | -18 | 10 | 1 | 1 | -1 | 7 | 0 | -4 | 1
CCCCNC(=O)C1c2cc(OC)c(OC)cc2C(=O)N(C)C1c1cccs1 (stereo not given) | 1 | -3 | -4 | 1 | -1 | -2 | 0 | 4 | -3

No enrichment for hits; overall some 4.2% were active at least once.
